PTHR1 ag = PTHR1 (human) receptor agonism. Q03431. HEK293 GP2 PTHR1 cells, GloSensor cAMP luminescence, 1 h. Potency, µM (titrated, usually from 115 µM), inactives show top-dose activation, hits mostly activators. 0.075% of 410,000 active. AID 743266; further: potency means the concentration at half of the fitted maximal effect; nearly all actives have a fitted effect of over 55% in size; some results filed as inactive show a strong effect at the top dose; inactives centre near -15; many of its hits are not listed in these tables
Target sequence (Q03431 whole entry, looked up): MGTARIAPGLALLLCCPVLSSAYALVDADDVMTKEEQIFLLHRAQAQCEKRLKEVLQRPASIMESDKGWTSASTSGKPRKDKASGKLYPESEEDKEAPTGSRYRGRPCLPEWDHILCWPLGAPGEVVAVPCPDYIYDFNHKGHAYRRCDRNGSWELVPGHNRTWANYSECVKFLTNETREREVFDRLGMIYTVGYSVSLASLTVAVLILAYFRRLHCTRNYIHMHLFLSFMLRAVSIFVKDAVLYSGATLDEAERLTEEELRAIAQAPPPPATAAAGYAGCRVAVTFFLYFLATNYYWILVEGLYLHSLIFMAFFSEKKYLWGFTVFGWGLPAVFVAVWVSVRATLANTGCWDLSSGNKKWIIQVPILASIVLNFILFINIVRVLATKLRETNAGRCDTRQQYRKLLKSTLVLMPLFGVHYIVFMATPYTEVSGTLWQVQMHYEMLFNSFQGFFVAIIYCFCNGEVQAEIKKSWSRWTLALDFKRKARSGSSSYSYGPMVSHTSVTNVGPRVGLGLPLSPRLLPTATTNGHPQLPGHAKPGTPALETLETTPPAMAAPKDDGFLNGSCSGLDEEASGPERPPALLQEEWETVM
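HEK-293-derived GP2 cells expressing PTHR1 and a GloSensor cAMP reporter, 3,000/well, plated overnight, given luciferin plus IBMX (each 0.5 mM as added) for 1 h at 37 °C, then compound for 1 h at 37 °C. Luminescence was read after 15 min at room temperature.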
aSyn rescue = rescues yeast growth from alpha-synuclein toxicity; Potency, µM (series often up to 46.1 µM), for the others: top-dose growth rescue (activation), hits mostly activators; 0.14% of 370,000 active; Yeast expressing alpha-synuclein, growth rescue, BacTiter-Glo, 24 h; AID 652106; further: potency means the concentration at half of the fitted maximal effect; % of control where 0% means no effect; nearly all actives have a fitted effect of over 65% in size
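Galactose-induced alpha-syn yeast (OD600=0.02, raffinose-pregrown) + pinned cpd, 24 hr, 30 deg C; growth by BacTiter-Glo luminescence. Growth restoration scores as activation.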
FUS suppressor = FUS proteinopathy suppression in yeast; 0.24% of 390,000 active; S. cerevisiae FUS-expressing, growth rescue, OD600, 24 h; AID 1347120; Potency, µM (series often up to 76.6 µM), for the others: top-dose growth rescue (activation), usual class: activators;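 further: potency means the concentration at half of the fitted maximal effect; plate controls were DMSO vehicle for no effect and reference control for full effect; nearly all actives have a fitted effect of over 55% in size; some results filed as inactive show a strong effect at the top dose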
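Absorbance at 600 nm, taken 24hr after compound addition, measured rescue of FUS-yeast growth at 30C. Induction used 2% galactose with seeding at OD 0.005. Controls: CP55940 from 92uM final, DMSO only.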
Mm-Cpn inhibitor = inhibitors of Methanococcus maripaludis chaperonin (MmCpn). purified Mm-Cpn ATPase, ADP Transcreener TR-FRET. Potency, µM (titrated, usually from 76.9 µM), without a hit: at the top dose activity, negative = inhibition, most hits filed as inhibitors. 0.031% of 330,000 active; further: potency means the concentration at half of the fitted maximal effect; on the % scale 0 is the no-effect control and ±100 the full control effect; nearly all actives have a fitted effect of over 80% in size
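Inhibition of chaperonin ATP hydrolysis is measured as reduced ADP production, detected by competitive TR-FRET in which signal falls with ADP. Final enzyme 25 nM and ATP 10 uM, reacted 30 min at 37°C.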
GLP-1R inv ag = acts as inverse agonist at human GLP-1 receptor. P43220. HEK293 GLP-1R CRE-luciferase, luminescence, 24 h; GLP-1R form is constitutively active. Potency, µM (series often up to 38.3 µM), inactives show at the highest dose activity change, negative = inhibition, usual class: inhibitors. 1.6% of 410,000 active; further: potency means the concentration at half of the fitted maximal effect; on the % scale 0 is the no-effect control and ±100 the full control effect; nearly all actives have a fitted effect of over 55% in size
Target sequence (P43220 whole entry, looked up): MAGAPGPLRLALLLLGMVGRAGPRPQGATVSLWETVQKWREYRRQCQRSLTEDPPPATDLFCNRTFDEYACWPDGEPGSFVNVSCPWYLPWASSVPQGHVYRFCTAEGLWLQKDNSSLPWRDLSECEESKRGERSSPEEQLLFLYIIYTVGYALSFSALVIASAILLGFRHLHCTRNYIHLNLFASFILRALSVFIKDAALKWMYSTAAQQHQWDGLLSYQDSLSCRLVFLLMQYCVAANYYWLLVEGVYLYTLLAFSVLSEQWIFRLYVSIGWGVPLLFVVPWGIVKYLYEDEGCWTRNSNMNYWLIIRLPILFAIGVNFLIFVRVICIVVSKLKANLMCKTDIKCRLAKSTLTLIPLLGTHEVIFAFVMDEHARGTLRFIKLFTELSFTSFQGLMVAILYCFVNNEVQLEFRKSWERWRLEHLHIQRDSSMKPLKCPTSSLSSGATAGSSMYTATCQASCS
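Inverse agonists were sought by their lowering of basal cAMP reporter luciferase output in HEK293 cells stably carrying constitutively active human GLP-1R, after 24 h compound treatment.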
HEK293 tox = cytotoxic in the GLP-1 receptor inverse agonist counter-screen; HEK293 cAMP-luciferase reporter cells, luminescence, 24 h; Potency, µM (titrated, usually from 38.3 µM), for the others: at the top dose activity change, negative = inhibition, usual class: inhibitors; 0.13% of 410,000 active;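 further: loss of luciferase light is scored as toxicity; potency means the concentration at half of the fitted maximal effect; on the % scale 0 is the no-effect control and ±100 the full control effect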
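1536-well qHTS counterscreen of the MLSMR; 200 cells/uL, 12 h pre-incubation, 23 nL cpd, 24 h at 37 deg C 5% CO2, luciferase detection reagent, 12 min RT, luminescence. Inhibition = undesired.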
TDP-43 yeast inh = TDP-43 toxicity inhibition in yeast | TDP-43 expressing yeast growth rescue, BacTiter-Glo, 24 h | Potency, µM (highest dose often 46.1 µM), for the others: at the top dose growth rescue (activation), actives largely listed as activators | 1.8% of 410,000 active; further: potency means the concentration at half of the fitted maximal effect; % of control where 0% means no effect; nearly all actives have a fitted effect of over 50% in size
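Luminescence from BacTiter-Glo reports growth of TDP-43-expressing yeast after 24 hr at 30 deg C with compound. Cells were raffinose-pregrown to mid-log, then seeded in galactose medium at OD600=0.02.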
Akt phos inh = blocks phosphorylation of Akt. activity change, % for hits at 50 µM. Neuro2A IGF-stimulated pAkt S473 HTRF, 20 min; hits give low values. 0.32% of 360,000 active. AID 651550; in the data active means activity change below about -80%; inconclusive means mostly about -51% to -80%; further: on the % scale 0 is the no-effect control and ±100 the full control effect
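Neuro2A cells (4,500/well, DMEM with 0.5% FBS) were treated with compound at a single 50 µM final concentration, stimulated with 6 nM IGF for 20 min at 37 °C, and lysed. Phospho-Akt Ser473 was read by HTRF as 665/615 ratio ×10^4.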
Abeta yeast res = A-beta toxicity reversal in yeast; yeast expressing A-beta42, growth rescue, OD600, 48 h; response scale: 0% DMSO, 100% iron-clioquinol control; Potency, µM (titrated, usually from 46.1 µM), without a hit: at the highest dose growth rescue, usual class: activators; 0.063% of 410,000 active; further: potency means the concentration at half of the fitted maximal effect; nearly all actives have a fitted effect of over 55% in size
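Yeast A-beta toxicity model in growth medium with pinned compounds, 48 h at 30 C; growth read as absorbance at 600 nm. Normalized to FeCl3/clioquinol equimolar mix (positive) and DMSO (negative).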
Starred values were filed as active, the others as inactive; i = inactive; ? = inconclusive; / = not tested or not shown; [ ] = remark or other dose. Unless noted, the call rests on the fitted dose curve; in most records, active means well fitted curve in the direction sought with a large enough effect; inconclusive means small, poorly fitted or top-dose-only effect, or another doubt; inactive means no such curve, though single readings can be large; an effect the other way counts as inactive or inconclusive.

Screens in order – PTHR1 ag	aSyn rescue	FUS suppressor	Mm-Cpn inhibitor	GLP-1R inv ag	HEK293 tox	TDP-43 yeast inh	Akt phos inh	Abeta yeast res
COc1ccc(S(=O)(=O)N(CC(=O)NCC2CCCO2)c2ccc(Cl)cc2)cc1 (stereo not given)
→ 13%	2%	15%	2%	-16%	-3%	-37%[inhibitor]	i	-15%
CCN(C(=O)COC(=O)/C(=C/c1ccccc1)NC(C)=O)c1c(N)n(Cc2ccccc2)c(=O)[nH]c1=O
→ i	0%	/	/	4%	-12%	3%	i	0%
Cc1cc(C)n2nc(SC(C)C(=O)N3CCCC3)nc2n1 (stereo not given)
→ -13%	-1%	-15%	1%	8%	4%	-10%	i	2%
O=Cc1ccc(-c2ccccc2C(=O)O)o1
→ -26%	1%	-9%	1%	1%[7.66 µM]	1%[7.66 µM]	-8%[9.22 µM]	i	-4%
CC(C)[C@@H](N)C(=O)N/N=C/c1ccc2nccnc2c1
→ 1%	-1%	0%	-2%	-12%	-4%	-5%	i	-6%
C=CCOc1ccc(C2/C(=C(\O)c3ccc(F)cc3)C(=O)C(=O)N2CCCN(C)C)cc1 (stereo not given)
→ 13%	1%	23%	0%	16%	18%	-3%	i	-19%
O=C1C(=O)N(CCN2CCOCC2)C(c2cccc(Cl)c2)/C1=C(\O)c1ccc2c(c1)OCCO2 (stereo not given)
→ -12%	-5%	13%	-7%	-12%	-15%	5%	i	-5%
Cc1ccc(NC(=O)COc2ccc(C(=O)c3ccccc3)cc2)c(O)c1
→ -52%[inhibitor]	-3%	26%	1%	?	-28%	-14%	i	-13%
NNC(=O)c1ccc(O)cc1O
→ -13%	-1%	/	-1%	12%	-7%	12%	i	5%
CCOC(=O)CC1Sc2ccccc2NC1=S (stereo not given)
→ i	0%	-2%	-1%	19%	8%	-4%	i	-1%

2 records picked at random from the list so far:
Screens in order – PTHR1 ag	aSyn rescue	FUS suppressor	Mm-Cpn inhibitor	GLP-1R inv ag	HEK293 tox	TDP-43 yeast inh	Akt phos inh	Abeta yeast res
Cc1ccc(NC(=O)COc2ccc(C(=O)c3ccccc3)cc2)c(O)c1
→ -52%[inhibitor]	-3%	26%	1%	?	-28%	-14%	i	-13%
COc1ccc(S(=O)(=O)N(CC(=O)NCC2CCCO2)c2ccc(Cl)cc2)cc1 (stereo not given)
→ 13%	2%	15%	2%	-16%	-3%	-37%[inhibitor]	i	-15%

Later entries:
Screens in order – PTHR1 ag	aSyn rescue	FUS suppressor	Mm-Cpn inhibitor	GLP-1R inv ag	HEK293 tox	TDP-43 yeast inh	Akt phos inh	Abeta yeast res
COc1ccccc1NC(=O)CSc1nc2c(oc3ccccc32)c(=O)n1-c1ccc(C)cc1
→ i	/	-2%	/	12%	-3%	-3%	/	-1%
COC(=O)CN(CCc1ccccc1)S(=O)(=O)c1ccc(OC)c(OC)c1
→ i	1%	6%	0%	5%	-14%	8%	i	-6%
Fc1ccc(-c2ccnc3nc(-n4cccc4)nn23)cc1
→ i	-6%	28%	-2%	7%	1%	1%	i	12%
CN1C(=O)/C(=C/c2cn(CC(=O)N3CCCCC3)c3ccccc23)NC1=S
→ -10%	4%	8%	1%	28%	1%	10%	i	9%
Cc1ccc(S(=O)(=O)c2nc(C)c3c(n2)CCC3)cc1
→ -24%[57.5 µM]	?	24%	-1%	29%	10%	6%	i	4%
Fc1cccc(CSc2nc3ncccc3[nH]2)c1
→ -32%[inhibitor][57.5 µM]	-9%	-6%	1%	16%	8%	8%	i	-3%
Cc1cc2nn(-c3ccc(Cl)cc3)nc2cc1N
→ -88%[inhibitor]	-2%	-20%	-2%	?	143%[activator]	?	i	-10%
Cc1ccc2ccc(C#N)cc2c1O
→ -55%[inhibitor]	-39%[inhibitor]	-2%	/	-7%	2%	?	i	-68%[inhibitor]
COc1ccc(CN2[C@@H](CC(C)=O)c3ccc(/C=C/C(C)=O)cc3S2(=O)=O)cc1
→ -53%[inhibitor]	8%	18%	/	10%	11%	18%	i	-37%[inhibitor]
O=C(NC(=S)N1CCN(c2ccc(O)cc2)CC1)c1ccco1
→ i	5%	/	1%	-38%	?	27%	i	0%
CCOc1ccc(NC(=O)c2oc(=O)c3ccccc3c2-c2ccc(C)cc2)cc1
→ i	/	-7%	/	-17%	-7%	21%	/	2%
COc1ccc(C2CC(C(F)(F)F)n3nc(C(=O)N(C)Cc4cn(C)nc4C)c(Cl)c3N2)cc1 (stereo not given)
→ -16%[57.5 µM]	10%	23%	-2%	-13%	-7%	5%	i	17%
O=Cc1ccc(Sc2ncccn2)o1
→ i	1%	-18%	-2%	9%	10%	-9%	i	-4%
CCOC(=O)c1cccc(NC(=O)CSc2nnc(-c3ccoc3C)n2CC)c1
→ -5%	-4%	30%	1%	?	6%	5%	i	-2%
CCOc1ccccc1NS(=O)(=O)c1cccs1
→ -18%[57.5 µM]	-3%	-14%	2%	-13%	-10%	-15%	i	-2%
CCc1c(C(=O)Nc2ncn(Cc3cccc(C)c3)n2)csc1C
→ -9%	4%	19%	2%	-11%	-5%	-7%	i	13%
COc1cccc2c(O)cc(=O)n(C)c12
→ i	0%	/	1%[15.4 µM]	9%	-5%	-2%	i	-5%
COCCNC(=S)N/N=C(\C)c1ccccc1O
→ i	-13%	4%	-1%	?	-91%	21%	i	-17%
Cc1ccc(S(=O)(=O)N2CCCCC2)cc1C(=O)N1CCN(CCO)CC1
→ -12%	-6%	-12%	-2%	-5%	-3%	8%	i	-15%
Cc1c(C#N)c(NC(=O)C(C)C)n(Cc2ccccc2)c1C
→ -62%[inhibitor]	2%	-19%	-2%	10%	-3%	2%	i	5%
CCOc1ccc(C(CC(=O)O)NC(=O)C(c2ccccc2)c2ccccc2)cc1OC (stereo not given)
→ i	7%	12%	3%	11%	1%	-3%	i	-8%
Cc1ccc(S(=O)(=O)C2C(=O)N(C)C3(C)CC2c2ccccc2O3)cc1C (stereo not given)
→ -1%	-6%	-20%	2%	-11%	0%	15%	i	0%
COC(=O)Cn1c2ccc(F)cc2c2nc(C)sc21
→ -5%[57.5 µM]	-12%	19%	2%	5%	-3%	21%	i	-1%
CCn1ncc(Br)c1C(=O)Nc1cc([N+](=O)[O-])ccc1C
→ i	1%	/	-1%	8%	-5%	?	i	0%
O=S(=O)(NCc1ccco1)c1ccc(S(=O)(=O)N2CCCC2)cc1
→ i	0%	6%	-7%	12%[7.66 µM]	-1%[7.66 µM]	8%[9.22 µM]	i	1%
O=C(c1cccs1)N1CCC(c2nc3c(nnn3Cc3c(Cl)cccc3Cl)c(=O)[nH]2)CC1
→ -31%[inhibitor]	1%	7%	-19%	16%	1%	3%	i	-10%
O=C(NCc1ccccn1)/C(=N/O)c1ccccc1
→ -14%	-9%	-18%	-1%	10%	-7%	4%	i	-17%
O=C(Cc1cccc2ccccc12)NCCC1=CCCCC1
→ -2%	?	8%	-1%	?	5%	?	i	6%
O=C(COC(=O)c1ccc2[nH]c3c(c2c1)CCCC3)Nc1ccccc1
→ -38%[inhibitor]	6%	-8%	1%	?	-6%	-5%	i	-15%
Cc1ccccc1N=CC1=C(O)c2ccccc2C1=O
→ -39%[inhibitor]	-9%	7%	1%	-33%	12%	-15%	i	-31%[inhibitor]
COc1ccccc1S(=O)(=O)Cc1ccc(C(=O)N2CCN(c3cccc(Cl)c3)CC2)o1
→ i	13%	30%	-1%	0%	-16%	7%	i	24%
CC(C)NC(=O)NC(=O)COC(=O)c1cc[n+]([O-])cc1
→ -7%	2%	14%	-10%	6%	-1%	-5%	i	-1%
CCOc1ccccc1C(=O)Nc1ccc(S(=O)(=O)N2CCOCC2)cc1
→ i	4%	5%	-2%	47%[activator]	0%	15%	i	23%
CCCCCCCC(=O)Nc1cc(C(=O)NCc2ccc(C)cc2)ccc1N1CCC2(CC1)CC(c1cccc(Br)c1)=NO2
→ i	0%	-13%	-3%	4%	3%	15%	i	-1%
O=C1CC(=O)N(c2cccc(F)c2)N1
→ 42%	-3%	51%	2%	?	-28%	-16%[0.397 µM]	i	8%
COc1ccc(N2CCN(Cc3nc(N)nc(Nc4ccccc4OC)n3)CC2)cc1
→ i	6%	8%	-2%	?	20%	-2%	i	1%
COc1ccc(CN=C2NN=C(c3ccc(Cl)cc3)CS2)cc1
→ i	-12%	-14%	-4%	-6%	0%	-8%	i	-11%
CC1CCCN(C(=O)CSc2nnc(-c3ccc(O)cc3)o2)C1 (stereo not given)
→ -23%	-2%	25%	2%	?	-14%	-21%	i	-2%
Cc1ccc(OCC(=O)Nc2cccc(OCc3cc(=O)n4ccccc4n3)c2)cc1C
→ i	/	-12%	/	10%	0%	0%	/	-20%
COC(=O)c1[nH]c2ccccc2c1NC(=O)c1ccccc1[N+](=O)[O-]
→ i	9%	6%	1%	17%	-8%	-2%	i	-4%
OC(c1ccccc1)(c1nc(-c2ccc(F)c(Cl)c2)cs1)C(F)(F)F (stereo not given)
→ -25%	-82%[inhibitor]	9%	/	?	-12%	-93%[inhibitor]	i	-63%[inhibitor]
O=C1C(NS(=O)(=O)c2cccs2)=C(N2CCN(c3cccc(Cl)c3)CC2)C(=O)c2ccccc21
→ -26%[57.5 µM]	-3%	13%	-1%	?	-28%	-4%	i	-12%
O=C(c1ccc2ccccc2c1)N1CCN(c2ccccn2)CC1
→ -1%	2%	9%	0%	-1%	0%	13%	i	10%
CCn1c(C(=O)O)c(CC(=O)Nc2ccc(Br)cc2C)c2ccccc21
→ -43%	-1%	19%	?	-9%	-2%	-3%	i	3%
O=C(CNc1cccc(S(=O)(=O)N2CCCCC2)c1)Nc1ccc(C(F)(F)F)cc1
→ -33%[inhibitor]	2%	-8%	/	?	-3%	5%	i	-12%

Screening data: PubChem, National Center for Advancing Translational Sciences (NCATS)

The list is partial, so the mix of outcomes need not match the whole.
